Compound activity (PubChem BioAssay)
ASAP1 inh: inhibitors of human ASAP1 ArfGAP activity, primary screen, biochemical, fluorescence polarization; inhibition, % at 16.5 µM; ASAP1-stimulated ARF1 GTP hydrolysis, GDP FP detection; 0.19% of 360,000 active; Arf-GAP with SH3 domain, ANK repeat and PH domain-containing protein 1 (Homo sapiens), …; in the data active = inhibition above about 25%;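 note: 0% = vehicle with enzyme and substrate and 100% = no enzyme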
DDE Tn7 FP inh: inhibitors of Tn7 peptide binding to fibrin DD(E), primary screen, biochemical, fluorescence polarization, human fibrin, Tn7 probe; Fibrinogen beta chain (Homo sapiens), P02675; FP displacement of FITC-Tn7 peptide from fibrin DD(E); 0% = median of compound wells per plate; inhibition, % at 8.3 µM; 0.13% of 370,000 active;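 active = inhibition above the mean of compounds falling within the control limits plus 3 SD of them, cut at about 14% in these data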;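 note: 0% = plate median of compound wells and 100% = 10 µM Aha-Tn7 peptide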
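Assay system: Fibrin-DD(E) protein isolated from polymerized human fibrin clots; read-out basis: percent inhibition; medium: Tris/NaCl/CaCl2 buffer, pH 7.8; signal: FP measurement; incubation: 10 min plus 3 h, room temperature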
DDE Tn6 FP inh: inhibitors of Tn6 peptide binding to fibrin DD(E), primary screen, biochemical, fluorescence polarization, human fibrin, Tn6 probe. Fibrinogen beta chain (Homo sapiens), P02675. Fibrin DD(E) TRITC-Tn6 fluorescence polarization displacement. inhibition, % at 8.3 µM. 0.21% of 370,000 active;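 active = inhibition above a per-campaign cutoff: mean of compounds within control limits plus 3 SD, cut at about 15% in these data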;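 note: 0% = median of all compound wells on the plate and 100% = blocking peptide control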
ARFGAP1 inhibitor: inhibitors of rat ARFGAP1 GAP activity, primary screen, biochemical, fluorescence polarization, GDP tracer; Arfgap1-stimulated ARF1 GTP hydrolysis, GDP FP detection; inhibition, % at 16.5 µM; 0.26% of 360,000 active; AID 651572, 2012;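 active = inhibition above a per-plate limit, mean inhibition of low control wells plus 3 SD, cut at about 25% in these data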;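 note: 0% = DMSO wells with enzyme and 100% = wells lacking Arfgap1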
Target sequence (Q62848 1-136 limits assumed): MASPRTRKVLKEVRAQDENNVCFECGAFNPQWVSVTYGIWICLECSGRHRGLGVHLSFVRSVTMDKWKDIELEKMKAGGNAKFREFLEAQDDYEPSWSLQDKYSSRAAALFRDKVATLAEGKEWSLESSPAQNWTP
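System: truncated rat Arfgap1 GAP domain / Benchmarks: high control wells lacking Arfgap1, low control full reaction with DMSO / Times: compound-enzyme preincubation 20 min, reaction 120 min, detection 60 min, 25 °C / Repeats: one replicate per compound / Also added: human ARF1(Δ1-17)-GTP substrate / Measured by: Tracer-displacement fluorescence polarization with EDTA stop, 620/688 nm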
PLC-beta3 inh: human PLC-beta3 inhibitors, primary screen, biochemical, fluorescence | Purified PLC-beta3, fluorogenic substrate | inhibition, % at 12.2 µM | 0.18% of 370,000 active | AID 720704, 2013; in the data active = inhibition above about 11%;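 note: 0% = median of compound wells on plate and 100% = full blocker control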
PLC-gamma1 inh: PLC-gamma1 enzyme inhibitors, primary screen, biochemical, fluorescence, purified enzyme; fluorogenic substrate; 0.84% of 370,000 active; inhibition, % at 12.2 µM; 1-phosphatidylinositol 4,5-bisphosphate phosphodiesterase gamma-1 (Homo sapiens), P19174; in the data active = inhibition above about 9.5%
MBD2 DNA inh: inhibitors of MBD2 binding to methylated DNA, primary screen, biochemical, TR-FRET, DNA-binding domain, human | inhibition, % at 4.4 µM | MBD2 binding to methylated oligonucleotide | AID 686964, 2013 | 0.31% of 370,000 active | Methyl-CpG-binding domain protein 2 (Homo sapiens), Q9UBB5; in the data active = inhibition above about 13%
ADAM17 inh: ADAM17 inhibitors, primary screen, biochemical, QFRET; Disintegrin and metalloproteinase domain-containing protein 17 (Homo sapiens), P78536; recombinant ADAM17, EDANS/DABCYL FRET peptide cleavage; inhibition, % at 6.95 µM; 0.83% of 370,000 active; AID 720648, 2013;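 active = inhibition above the mean of compounds lying between control limits plus 3 SD, set per campaign, cut at about 8.5% in these data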;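 note: 0% = DMSO-only wells as the low control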
Target sequence (P78536 215-824 limits assumed): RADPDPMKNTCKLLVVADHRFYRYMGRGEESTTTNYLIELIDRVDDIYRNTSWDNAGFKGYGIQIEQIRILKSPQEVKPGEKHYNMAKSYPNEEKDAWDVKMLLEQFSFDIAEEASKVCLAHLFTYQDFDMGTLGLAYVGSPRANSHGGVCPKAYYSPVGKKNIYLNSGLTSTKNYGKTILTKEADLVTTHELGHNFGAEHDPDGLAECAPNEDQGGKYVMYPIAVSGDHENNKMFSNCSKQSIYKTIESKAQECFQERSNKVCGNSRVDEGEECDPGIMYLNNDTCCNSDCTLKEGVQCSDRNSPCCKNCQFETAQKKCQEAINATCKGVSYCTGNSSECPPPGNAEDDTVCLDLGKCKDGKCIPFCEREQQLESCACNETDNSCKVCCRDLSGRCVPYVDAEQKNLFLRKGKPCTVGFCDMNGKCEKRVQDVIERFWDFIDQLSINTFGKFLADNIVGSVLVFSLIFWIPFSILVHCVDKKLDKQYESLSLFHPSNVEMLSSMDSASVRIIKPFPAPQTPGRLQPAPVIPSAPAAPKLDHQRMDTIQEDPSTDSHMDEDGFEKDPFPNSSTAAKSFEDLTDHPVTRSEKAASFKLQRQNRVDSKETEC
UHRF1 MBD2 ctr: UHRF1 methylated DNA binding inhibitors, primary screen, counter-screen for MBD2 inhibitor project, biochemical, TR-FRET, human UHRF1, single concentration; E3 ubiquitin-protein ligase UHRF1 (Homo sapiens), Q96T88; UHRF1 binding to methylated oligo; inhibition, % at 4.4 µM; 0.75% of 370,000 active; in the data active = inhibition above about 21%;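 note: UHRF1 SRA domain binding a hemimethylated CpG hairpin DNA probe; 0% = median of test compound wells and 100% = reference inhibitor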
KLK7 zymogen act: proKLK7 zymogen activators, primary screen, biochemical, fluorescence intensity; activation, % at 7 µM; Kallikrein-7 (Homo sapiens), P49862; 0.9% of 370,000 active; AID 652039, 2013; purified proKLK7, EDANS-DABCYL substrate fluorescence; 100% is mature enzyme control, 0% vehicle;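 active = activation above the mean of all tested compounds plus 3 SD, computed per campaign excluding outliers beyond control limits, cut at about 13% in these data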
Target sequence (P49862 whole entry, looked up): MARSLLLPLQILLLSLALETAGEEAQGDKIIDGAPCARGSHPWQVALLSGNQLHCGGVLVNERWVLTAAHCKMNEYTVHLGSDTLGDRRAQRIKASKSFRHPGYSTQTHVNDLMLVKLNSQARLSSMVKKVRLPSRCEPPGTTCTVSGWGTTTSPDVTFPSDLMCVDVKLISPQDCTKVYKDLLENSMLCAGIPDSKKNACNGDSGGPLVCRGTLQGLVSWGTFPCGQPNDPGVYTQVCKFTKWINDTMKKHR
* hit, by the source's call; nt = not tested or not shown.

SMILES | ASAP1 inh | DDE Tn7 FP inh | DDE Tn6 FP inh | ARFGAP1 inhibitor | PLC-beta3 inh | PLC-gamma1 inh | MBD2 DNA inh | ADAM17 inh | UHRF1 MBD2 ctr | KLK7 zymogen act
CSC1=NCCN1C(=O)c1cccs1 | 6.9 | -0.9 | 2.8 | 3.8 | 1.9 | -4.4 | -0.7 | -3.6 | 2.6 | 0.1
COc1ccc2[nH]cc(CCNS(=O)(=O)c3ccc(F)cc3)c2c1 | 1.4 | 5.6 | 3.3 | 3.5 | -4.1 | -3.0 | 2.5 | -3.5 | 3.3 | 0.6
Cn1cc(CN2CCC(n3nccc3NC(=O)c3ccccc3Cl)CC2)cn1 | -10.0 | -1.8 | -2.6 | -30.2 | -3.4 | 0.1 | 2.1 | -1.7 | -0.1 | -0.4
CCO/N=C/C(=O)Nc1ccc(F)cc1F | 3.9 | -5.1 | 3.2 | -0.1 | 2.8 | 2.3 | 5.0 | -4.2 | 0.0 | -0.2
Cc1cc(C)c2nc(N3CCOCC3)c(C#N)cc2c1 | 9.2 | 4.1 | -6.0 | -5.7 | -69.8 | -49.2 | 0.6 | -18.0 | -0.9 | -1.3
COc1ccc2oc(C(=O)OCC(=O)NCCc3ccc(S(N)(=O)=O)cc3)c(C)c2c1 | -2.9 | 0.1 | -0.4 | -0.8 | -189.2 | -150.6 | 1.9 | -99.6 | 2.0 | 5.9
Cn1nnnc1SC(C(=O)Nc1cccc(C(F)(F)F)c1)c1ccccc1 (configuration not stated) | 0.1 | 4.1 | -1.8 | -1.8 | 3.5 | 0.2 | -1.6 | 8.2 | -0.8 | -0.1
O=[N+]([O-])c1ccc(OCC(O)CNCCNc2nccc(C(F)(F)F)n2)cc1 (configuration not stated) | -0.6 | -0.5 | 2.8 | -1.6 | -3.2 | -0.6 | -0.7 | 0.9 | -1.4 | -0.3
COc1ccc(CCNC(=O)C(=O)Nc2ccc3c(c2)OCCO3)cc1OC | 8.1 | 3.2 | -6.4 | -4.9 | 1.1 | 1.0 | -3.6 | -4.9 | -2.8 | -0.4
CCOc1ccc(S(=O)(=O)n2cnc3ccccc32)cc1 | 4.5 | -3.9 | 0.9 | 9.3 | -2.7 | -1.7 | 1.4 | -1.0 | 0.1 | 0.1
Cc1cccc(C)c1-n1c(C)nn(-c2ncc(C(F)(F)F)cc2Cl)c1=O | 1.0 | 2.6 | -2.3 | -2.8 | -3.5 | -1.7 | 7.2 | -2.6 | 2.5 | -0.3
CC(=O)c1cc(F)ccc1OCC(=O)Nc1ccc2c(c1)OCO2 | 2.7 | -0.6 | -6.2 | -4.0 | -0.6 | -0.3 | -6.7 | -0.4 | -2.5 | -0.3
CC1CCCC(=NNc2ccc3ccccc3n2)C1 (configuration not stated) | 6.3 | -3.2 | -8.8 | 3.2 | -28.4 | -17.3 | -0.7 | -14.8 | 0.2 | -0.1
CNC(=S)N/N=C/c1cccc(OCc2ccccc2F)c1 | -4.2 | 0.5 | 0.5 | 3.6 | -3.3 | -0.8 | 6.0 | 5.5 | 2.5 | -0.1
Cc1ccc(C)c(C(=O)Nc2nc3ccccc3[nH]2)c1 | 8.1 | -2.9 | 5.4 | -2.9 | -2.5 | 2.0 | 0.7 | 1.0 | -1.7 | -0.1
COc1ccc(N2C(=O)C(CC(=O)Nc3ccccc3)N(Cc3ccccn3)C2=S)cc1 (configuration not stated) | -1.7 | 2.0 | -0.6 | -2.6 | -1.2 | -0.7 | -1.6 | -2.0 | -0.9 | 0.2
Cc1c(N(C)C(=O)c2ccco2)c(=O)n(-c2ccccc2)n1C | -3.9 | -1.3 | -5.7 | -1.4 | 1.9 | -1.5 | -2.2 | -4.3 | -1.7 | 0.0
O=C(NC1=NCCS1)c1ccccc1Cl | 14.2 | 1.4 | 0.1 | -7.3 | -4.4 | 0.5 | -0.7 | -1.0 | -1.6 | -0.1
C#CCN1C(=O)C(O)(c2c(C)[nH]c3ccccc23)c2ccccc21 (configuration not stated) | -8.2 | 4.2 | -3.4 | 7.5 | -36.4 | -23.1 | -4.2 | -4.9 | -0.7 | 1.2
Cc1c(NC(=O)[C@@H](NC(=O)c2ccc(Cl)c([N+](=O)[O-])c2)C(C)C)c(=O)n(-c2ccccc2)n1C | -18.0 | -5.5 | 1.5 | 8.0 | 4.5 | 0.9 | -1.4 | 0.3 | -1.9 | 0.2
CN1C(=O)c2cc(NC(=O)Nc3ccc(F)c(F)c3)ccc2OC[C@H]2O[C@@H](CC(=O)O)CC[C@H]21 | nt | 1.1 | -9.9 | nt | -1.3 | -0.1 | 0.9 | -4.8 | -1.1 | 0.2
COc1cccc(NC2=CC(=O)CC(C)(C)C2)c1 | 10.9 | 2.7 | -9.2 | 7.9 | -23.1 | -25.4 | 3.2 | -13.5 | 0.6 | -2.6
CCN(CC)C(=O)CNC(=O)c1nn(-c2ccc(OC)c(Cl)c2)c(=O)c2ccccc12 | -6.1 | -1.8 | -6.4 | -1.8 | -52.6 | -39.5 | -1.7 | -1.6 | 2.8 | 0.7
CCOC(=O)c1cnc(-n2nc(C)cc2C)nc1NNc1cc(C)nc(-c2ccccc2)n1 | 2.2 | 3.0 | -1.7 | 1.2 | 1.5 | 2.8 | 4.9 | -1.2 | 0.1 | -0.2
CN(CC(=O)Nc1ccc(F)cc1)C(=O)c1ccccc1OCc1ccc(F)cc1 | 1.4 | -2.6 | -0.3 | 9.5 | -7.1 | 3.2 | 0.8 | -3.9 | 0.8 | 0.2
CCOC(=O)CCNC(=O)N1CCCC(Cc2ccccc2)(C(=O)OCC)C1 (configuration not stated) | -7.8 | -0.5 | 10.4 | 3.0 | -2.2 | 0.0 | -4.2 | 2.8 | 1.7 | 1.1
O=C(C[C@H]1C/C=C\C[C@H](Cc2ccc(F)cc2)C(=O)O[C@@H](c2ccccc2)CNC1=O)NCCO | -0.2 | 1.0 | -5.2 | 9.0 | 4.0 | 3.0 | 4.6 | -2.1 | -1.5 | 0.3
COc1ccc(-n2c(Cn3c(=O)sc4ccccc43)nnc2SCC(=O)N2CCCCC2)cc1 | 7.3 | 0.5 | -4.8 | 1.3 | 2.5 | 1.9 | 4.3 | -0.4 | 1.0 | -0.2
OCC1OC(n2cnc3c(SCc4ccccc4)nc(F)nc32)C(O)C1O (configuration not stated) | 2.2 | 4.0 | 0.9 | 6.8 | 2.3 | -1.2 | -1.2 | -3.2 | -3.9 | 0.9
COc1ccc(C(=O)N/N=c2\oc3ccccc3cc2C(N)=O)cc1 | -3.5 | -5.1 | 0.8 | -0.2 | -4.3 | 1.3 | -6.6 | -0.8 | 7.9 | 0.4
COc1ccc(S(=O)(=O)N2CCN(Cc3ccc(OC)c(OC)c3)CC2)cc1 | -3.2 | 2.8 | 0.1 | -10.3 | 1.9 | 1.4 | -2.2 | -2.6 | -1.2 | -0.4
CC(C)[N+](C)(CCOC(=O)C1c2ccccc2Oc2ccccc21)C(C)C | -2.9 | -5.1 | 5.1 | -4.6 | 1.1 | 1.2 | -0.8 | -3.9 | -1.2 | 0.4
O=C(Cc1ccc(-c2ccccc2)cc1)NCc1ccccc1 | 5.4 | 0.8 | 3.8 | 14.2 | 0.0 | -7.3 | 2.4 | -2.9 | 1.0 | 0.5
COc1cccc2sc(Nc3nnc(-c4cccs4)o3)nc12 | -21.8 | 3.8 | 2.8 | -2.3 | -227.2 | -191.9 | -3.5 | -19.9 | -1.1 | -1.5
CCc1ccccc1NC(=O)c1ccc(Cn2cc([N+](=O)[O-])cn2)cc1 | -1.0 | 4.6 | 4.9 | 0.9 | 1.4 | 0.7 | -2.6 | -2.5 | -0.6 | -0.1
Cc1sc(NC(=O)CSc2nnc(CCNC(=O)c3cccs3)n2C)nc1-c1ccccc1 | 6.9 | 4.2 | -9.5 | -10.2 | 4.2 | 1.6 | -5.1 | 0.3 | 0.7 | -0.6
Cc1ccc(-n2c(SCC(=O)Nc3ccccc3-c3ccccc3)nnc2-c2ccco2)cc1 | nt | 5.5 | 0.9 | nt | 2.1 | 2.9 | 1.6 | 4.4 | 0.2 | 0.9
O=C(c1ccc(S(=O)(=O)N2CCCCCC2)cc1)N1CCN(c2ccccc2)CC1 | 0.4 | -3.8 | 9.1 | -0.6 | -4.4 | -1.2 | -1.7 | -2.8 | -0.8 | -0.1
Cc1cc(-c2ccc(C(C)C)c(S(=O)(=O)N3CCN(c4ccccn4)CC3)c2)on1 | -7.9 | 6.2 | 0.7 | 1.5 | -8.4 | 0.8 | -5.9 | 5.6 | -2.4 | -0.1
O=c1cc(CNC2CCCCC2)c2ccccc2[nH]1 | -3.6 | 1.3 | 0.0 | -9.1 | 0.0 | -1.5 | -6.1 | -3.6 | 1.2 | 1.1
CCN(CC)S(=O)(=O)c1ccc(NCC2COc3ccccc3O2)c([N+](=O)[O-])c1 (configuration not stated) | -11.1 | 6.6 | 3.0 | -6.3 | -1.7 | 12.2* | -3.4 | 8.1 | 1.7 | -0.4
CC(C)c1c(C(=O)N/N=C/c2ccccc2OCc2c(F)cccc2Cl)nnn1-c1nonc1N | -9.6 | 1.5 | -0.2 | 10.7 | -3.0 | 0.1 | 2.5 | -1.9 | -2.4 | -0.1

Reprinted at random: four records from the list, in no set order.
SMILES | ASAP1 inh | DDE Tn7 FP inh | DDE Tn6 FP inh | ARFGAP1 inhibitor | PLC-beta3 inh | PLC-gamma1 inh | MBD2 DNA inh | ADAM17 inh | UHRF1 MBD2 ctr | KLK7 zymogen act
CCN(CC)S(=O)(=O)c1ccc(NCC2COc3ccccc3O2)c([N+](=O)[O-])c1 (configuration not stated) | -11.1 | 6.6 | 3.0 | -6.3 | -1.7 | 12.2* | -3.4 | 8.1 | 1.7 | -0.4
COc1ccc(S(=O)(=O)N2CCN(Cc3ccc(OC)c(OC)c3)CC2)cc1 | -3.2 | 2.8 | 0.1 | -10.3 | 1.9 | 1.4 | -2.2 | -2.6 | -1.2 | -0.4
O=c1cc(CNC2CCCCC2)c2ccccc2[nH]1 | -3.6 | 1.3 | 0.0 | -9.1 | 0.0 | -1.5 | -6.1 | -3.6 | 1.2 | 1.1
O=C(Cc1ccc(-c2ccccc2)cc1)NCc1ccccc1 | 5.4 | 0.8 | 3.8 | 14.2 | 0.0 | -7.3 | 2.4 | -2.9 | 1.0 | 0.5
